Assay outcomes as filed in PubChem.
CRFBP-R2 agonist = agonists of human CRF-binding protein/CRF-R2 receptor complex | HEK293 CRF-R2/CRF-BP, calcium dye fluorescence (FLIPR); percent of saturating CRF peptide response | activation, % at 13.2 µM | actives 0.46% (n = 350,000);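 active = activation of at least 50%, plus an integration ratio under a set limit after plate pattern correction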;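 also: plate controls were neutral control wells without compound for no effect and CRF at EC100 for full effect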
CHRM5 agonist = agonists of human muscarinic M5 receptor (CHRM5); P08912; CHO-K1 hM5 cells, Fluo-8 calcium fluorescence; 0% DMSO wells, 100% maximal acetylcholine response; activation, % at 3 µM; actives 0.19% (n = 360,000); AID 624037;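 active = activation above the run's mean over test compounds plus 3 SD, cut at about 23% in these data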;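 also: signal is peak over basal fluorescence ratio across the kinetic read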
Target sequence (P08912 whole entry, looked up): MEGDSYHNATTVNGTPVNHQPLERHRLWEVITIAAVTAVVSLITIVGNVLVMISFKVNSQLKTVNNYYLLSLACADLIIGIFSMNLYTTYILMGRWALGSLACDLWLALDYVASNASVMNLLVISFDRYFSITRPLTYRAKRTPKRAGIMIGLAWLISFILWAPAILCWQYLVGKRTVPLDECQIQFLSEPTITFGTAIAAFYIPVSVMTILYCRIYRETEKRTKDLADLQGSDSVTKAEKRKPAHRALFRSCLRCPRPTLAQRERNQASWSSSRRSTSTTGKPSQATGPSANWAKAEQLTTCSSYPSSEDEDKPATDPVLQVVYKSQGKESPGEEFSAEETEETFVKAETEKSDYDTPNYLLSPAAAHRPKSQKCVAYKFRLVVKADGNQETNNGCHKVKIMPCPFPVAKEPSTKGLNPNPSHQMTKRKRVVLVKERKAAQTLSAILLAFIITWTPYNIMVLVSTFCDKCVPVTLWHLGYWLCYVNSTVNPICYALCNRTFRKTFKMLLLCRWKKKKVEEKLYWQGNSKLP
M4 antag = CHRM4 antagonism in calcium assay; CHO-hM4 cells, ACh EC80, Fluo-8 calcium fluorescence; inhibition, % at 3 µM; actives 0.73% (n = 360,000);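 active = inhibition above its plate's cutoff, the mean inhibition of sample wells plus 3 SD, cut at about 27% in these data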;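 also: 0% = acetylcholine EC80 with DMSO and 100% = DMSO without agonist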
M1 PAM = human CHRM1 positive allosteric modulation; P11229; CHO-K1 hM1, Fluo-8 calcium fluorescence, ACh EC20; 0% = ACh EC20, 100% = maximal ACh; activation, % at 3 µM; actives 0.088% (n = 360,000); in the data active = activation above about 19%, passing the limit was not always enough
Target sequence (P11229 whole entry, looked up): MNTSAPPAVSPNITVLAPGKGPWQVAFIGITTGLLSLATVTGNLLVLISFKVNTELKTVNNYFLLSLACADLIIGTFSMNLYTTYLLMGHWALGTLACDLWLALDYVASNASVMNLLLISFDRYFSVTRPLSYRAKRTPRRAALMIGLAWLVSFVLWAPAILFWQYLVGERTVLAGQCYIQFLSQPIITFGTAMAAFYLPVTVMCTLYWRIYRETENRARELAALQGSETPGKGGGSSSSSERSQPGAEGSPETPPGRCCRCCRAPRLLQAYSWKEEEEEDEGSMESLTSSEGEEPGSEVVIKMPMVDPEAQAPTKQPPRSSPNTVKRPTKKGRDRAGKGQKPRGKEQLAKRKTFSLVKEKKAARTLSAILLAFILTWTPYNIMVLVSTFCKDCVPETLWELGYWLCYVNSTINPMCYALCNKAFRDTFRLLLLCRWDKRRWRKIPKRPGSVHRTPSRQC
M5 antag = antagonists of human muscarinic M5 receptor (CHRM5); P08912; CHO-hM5 cells, Fluo-8 calcium fluorescence, ACh EC80; inhibition, % at 3 µM; actives 0.59% (n = 360,000);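 active = inhibition above a per-plate cutoff, the mean of that plate's test compounds plus 3 SD, cut at about 27% in these data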;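 also: 0% = acetylcholine EC80 with DMSO and 100% = DMSO without agonist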
CHRM5 PAM = CHRM5 positive allosteric modulation; AID 624038; CHO-K1 hM5, Fluo-8 calcium, ACh EC20 PAM; 0% = ACh EC20, 100% = ACh EC100; actives 0.3% (n = 360,000); activation, % at 3 µM; P08912;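 active = activation above the run cutoff, the mean activation of all test compounds plus 3 SD, cut at about 18% in these data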
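Probe or stimulus: acetylcholine, EC20 level; Assay system: human M5 receptor in CHO-K1 cells; Schedule: compound preincubation 140 s before EC20 acetylcholine addition; Technique: intracellular calcium via Fluo-8 fluorescence; Dosing: single-point, 3 µM nominal; Read-out basis: percent activation from peak-over-basal fluorescence ratio, scaled EC20-to-EC100 acetylcholine; Repeats: one well per compound, no replicates.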
CHRM4 PAM = CHRM4 positive allosteric modulation. P08173. AID 624126. actives 0.4% (n = 360,000). activation, % at 3 µM. CHO-K1 hM4/Gqi5, Fluo-8 calcium fluorescence, ACh EC20; 0% = ACh EC20, 100% = maximal ACh;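 active = activation above its plate's cutoff, the mean activation of sample wells plus 3 SD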; also: some results filed as inactive read as strong as hits
M4 ag = CHRM4 agonism in calcium assay. P08173. CHO-K1 hM4/Gqi5, Fluo-8 calcium fluorescence; vehicle 0%, full acetylcholine response 100%. activation, % at 3 µM. actives 0.14% (n = 360,000);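 active = activation above the run mean over all test wells plus 3 SD, cut at about 32% in these data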;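 also: peak over basal fluorescence ratio per well then scaled between controls; 0% = DMSO wells and 100% = acetylcholine at EC100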
CRFBP-R2 block = CRF-BP/CRF-R2 complex antagonism | HEK293 CRF-R2/CRF-BP, CRF-induced calcium fluorescence | inhibition, % at 11.8 µM | actives 0.59% (n = 350,000);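 active = inhibition of the ligand-induced calcium signal above about 50% at the single tested concentration, limit read from the data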
Starred values were filed as active, the others as inactive; · = not tested or not shown. Random draw from the library; 2.6% or so of the library scored in one or more.

No.	SMILES	CRFBP-R2 agonist	CHRM5 agonist	M4 antag	M1 PAM	M5 antag
1	COc1ccc(C2SCCN2C(=O)c2ccc([N+](=O)[O-])cc2)cc1 (configuration not stated)	-2.4	-3	-2	-12	6
2	O=C(c1cc(-c2ccccc2)nn1CC1CC(c2cccnc2)=NO1)N1CCOCC1 (configuration not stated)	1.0	6	3	-2	5
3	Cc1c(C(N)=O)sc2ncn(CC(=O)N3CCC(C)CC3)c(=O)c12	-1.7	-4	-1	1	4
4	Cc1cc(C(=O)OCC(=O)Nc2ccc(S(N)(=O)=O)cc2)c2ccccc2n1	-2.7	-2	10	-3	7
5	O=C(O)C1C2C=CC(C2)C1C(=O)Nc1ccc(Cl)c(Cl)c1 (configuration not stated)	4.5	0	-6	3	10
6	O=C(O)CNC(=O)C1(N2C(=O)c3ccccc3C2=O)CCCC1	-3.5	-1	-13	18	15
7	Cc1ccc2c(c1)N(CCC(=O)NCc1cccnc1)C(=O)CO2	0.2	0	8	10	9
8	Clc1ccc(C2=NNC(=NCC3CCCO3)SC2)cc1 (configuration not stated)	-0.2	-4	-4	5	19

No.	CHRM5 PAM	CHRM4 PAM	M4 ag	CRFBP-R2 block
1	-8	-7	1	33
2	-3	2	5	-6
3	-2	-2	0	8
4	-5	-6	0	-5
5	2	0	1	-8
6	1	4	1	-13
7	-3	4	0	3
8	-10	1	3	16

(listing goes on)
No.	SMILES	CRFBP-R2 agonist	CHRM5 agonist	M4 antag	M1 PAM	M5 antag
9	COc1ccc(C(c2nnnn2CC2CCCO2)N2CCN(c3ccccc3)CC2)cc1 (configuration not stated)	1.4	-3	0	5	-1
10	CCOC(=O)N1CCN(C(=O)C2CCC(CNS(=O)(=O)c3ccccc3)CC2)CC1 (configuration not stated)	-3.2	-5	11	0	-1
11	Nc1nc(Cn2nnc(-c3ccccc3Cl)n2)nc(N2CCOCC2)n1	0.1	-3	-9	6	3
12	COC(=O)c1ccc(-c2nc(-c3cccs3)no2)cc1	-1.7	1	-4	4	4
13	CCCCN(CC)Cc1ccc(CNC(=S)Nc2c(C)cc(C)cc2C)o1	-0.2	-10	1	2	7
14	O=C(Nc1ccc2c(c1)OCCO2)C1CCN(S(=O)(=O)c2cccs2)CC1	-0.9	8	4	-6	4
15	O=C(O)c1ccc(Cn2nnc3sc4c(c3c2=O)CCCC4)cc1	0.9	3	7	7	8
16	CCN(CC)CCNC(=O)c1ccc(NC2=NC3CS(=O)(=O)CC3S2)cc1 (configuration not stated)	-2.2	2	-3	6	1

No.	CHRM5 PAM	CHRM4 PAM	M4 ag	CRFBP-R2 block
9	-1	-5	0	-26
10	-3	3	0	31
11	-5	20	3	2
12	-6	-4	0	-1
13	2	-3	-1	-5
14	-7	-2	16	-4
15	4	1	2	2
16	-6	-3	0	-19

Additional compounds:
No.	SMILES	CRFBP-R2 agonist	CHRM5 agonist	M4 antag	M1 PAM	M5 antag
17	O=C(COC(=O)c1cnccn1)Nc1ncc(Cl)cc1Cl	2.9	6	-3	1	3
18	CCCc1cc(C(=O)NC2CCCC2)no1	3.5	-3	2	12	-5
19	O=C1CCCC2=C1C(c1cccc(O)c1)c1c(ccc3ncccc13)N2 (configuration not stated)	1.7	-1	-4	3	-2
20	CCCn1c(N)c(N(CCOC)C(=O)c2cc(Cl)nc3ccccc23)c(=O)[nH]c1=O	-2.1	-2	-2	4	3
21	COc1ccc(CCNS(=O)(=O)c2c(C)nc3scc(C)n3c2=O)cc1OC	0.3	-4	1	5	18
22	CCOC(=O)C1CCCc2c1[nH]c1c(C(N)=O)cccc21 (configuration not stated)	-2.2	-4	-9	4	-2
23	CCOc1cc(/C=C/C(=O)c2ccc3c(c2)OCCO3)ccc1OCC(=O)N(C)C	-0.8	-1	-14	15	5
24	CC1CCN(c2c([N+](=O)[O-])c(=O)oc3ccccc23)CC1	-1.2	-1	1	9	1

No.	CHRM5 PAM	CHRM4 PAM	M4 ag	CRFBP-R2 block
17	3	-2	1	7
18	4	4	0	1
19	0	6	3	-7
20	1	-1	0	-3
21	-1	1	0	-5
22	9	15	1	8
23	1	2	7	11
24	-3	1	0	29

Entries from the list above with a halogen:
No.	SMILES	CRFBP-R2 agonist	CHRM5 agonist	M4 antag	M1 PAM	M5 antag
5	O=C(O)C1C2C=CC(C2)C1C(=O)Nc1ccc(Cl)c(Cl)c1 (configuration not stated)	4.5	0	-6	3	10
8	Clc1ccc(C2=NNC(=NCC3CCCO3)SC2)cc1 (configuration not stated)	-0.2	-4	-4	5	19
11	Nc1nc(Cn2nnc(-c3ccccc3Cl)n2)nc(N2CCOCC2)n1	0.1	-3	-9	6	3
17	O=C(COC(=O)c1cnccn1)Nc1ncc(Cl)cc1Cl	2.9	6	-3	1	3
20	CCCn1c(N)c(N(CCOC)C(=O)c2cc(Cl)nc3ccccc23)c(=O)[nH]c1=O	-2.1	-2	-2	4	3

No.	CHRM5 PAM	CHRM4 PAM	M4 ag	CRFBP-R2 block
5	2	0	1	-8
8	-10	1	3	16
11	-5	20	3	2
17	3	-2	1	7
20	1	-1	0	-3

Next section.
No.	SMILES	CRFBP-R2 agonist	CHRM5 agonist	M4 antag	M1 PAM	M5 antag
25	COc1cc(NC(=O)CNC(=O)Cn2cnc3sc(C)c(C)c3c2=O)cc(OC)c1OC	-2.8	0	-13	10	-3
26	COc1ccc(/C(N)=N/OC(=O)C2CCC(=O)N2S(=O)(=O)c2ccc(C)cc2)cc1 (configuration not stated)	-2.3	1	-6	1	4
27	c1ccc(-c2nnc(-c3ccccc3)nn2)cc1	0.7	5	-11	3	-4
28	CCOC(=O)C1CCN(c2c(N3CCCCCC3)c(=O)c2=O)CC1	0.5	1	-2	-1	3
29	CCN(CC(=O)NCc1ccc(Cl)cc1)C(=O)CNS(=O)(=O)c1ccc(NC(C)=O)cc1	3.7	-3	-25	9	-18
30	Cc1noc(C)c1CN1C(=O)c2ccccc2C1=O	-0.9	-4	1	2	2
31	O=C(Nc1ncccc1O)c1ccc(Oc2ccccc2)cc1	-0.1	-3	5	0	7
32	Cc1cc(C)n(CC(O)COc2ccc(Cl)cc2Cl)n1 (configuration not stated)	-0.4	0	0	-1	1

No.	CHRM5 PAM	CHRM4 PAM	M4 ag	CRFBP-R2 block
25	2	7	0	3
26	1	2	2	-6
27	6	0	0	-5
28	-2	-4	0	-14
29	3	9	2	6
30	-2	-3	1	2
31	-2	-8	1	3
32	6	7	3	-2

Further compounds:
No.	SMILES	CRFBP-R2 agonist	CHRM5 agonist	M4 antag	M1 PAM	M5 antag
33	N#C/C(=C(\O)Cc1ccccc1)c1nc2ccccc2[nH]1	-0.2	-5	-4	5	1
34	C[C@H]1CN([C@@H](C)CO)C(=O)c2cc(C3=CCCCC3)cnc2O[C@@H]1CN(C)C(=O)Cc1ccccc1	1.4	-3	3	8	-3
35	C[C@H](CO)N1C[C@H](C)[C@@H](CN(C)Cc2ccccc2)Oc2c(NC(=O)C3CC3)cccc2C1=O	-1.5	-2	3	19	6
36	COc1ccc2c(c1OC)C(=O)OC2N1C(=O)CC[C@H]1C(=O)Nc1ccc(F)cc1F (some centres not stated)	3.3	0	-7	1	0
37	Cc1cc(Cl)ccc1NC(=S)Nc1ccccn1	3.3	-8	-4	5	-14
38	Cc1noc(C)c1C(=O)OCC(=O)Nc1ncc(C(F)(F)F)cc1Cl	-1.0	0	-7	8	-4
39	COc1ccc(-c2c[n+]3c4n2CCCCC4=C(c2ccc(Br)cc2)C3)cc1	1.9	-6	5	-28	3
40	COc1ccc(NS(=O)(=O)c2ccc(C(=O)N3CCN(c4ccc(F)cc4)CC3)cc2)cc1	0.4	11	-1	-15	15

No.	CHRM5 PAM	CHRM4 PAM	M4 ag	CRFBP-R2 block
33	-3	2	1	0
34	4	3	-1	4
35	-3	15	1	1
36	3	4	0	-2
37	6	9	1	-29
38	2	7	0	-17
39	-3	-9	1	17
40	-35	-8	29	-14

Looked up one by one from above (three):
No.	SMILES	CRFBP-R2 agonist	CHRM5 agonist	M4 antag	M1 PAM	M5 antag
39	COc1ccc(-c2c[n+]3c4n2CCCCC4=C(c2ccc(Br)cc2)C3)cc1	1.9	-6	5	-28	3
37	Cc1cc(Cl)ccc1NC(=S)Nc1ccccn1	3.3	-8	-4	5	-14
35	C[C@H](CO)N1C[C@H](C)[C@@H](CN(C)Cc2ccccc2)Oc2c(NC(=O)C3CC3)cccc2C1=O	-1.5	-2	3	19	6

No.	CHRM5 PAM	CHRM4 PAM	M4 ag	CRFBP-R2 block
39	-3	-9	1	17
37	6	9	1	-29
35	-3	15	1	1

More compounds
No.	SMILES	CRFBP-R2 agonist	CHRM5 agonist	M4 antag	M1 PAM	M5 antag
41	Cc1cccc(NC(=S)NCC(c2cccnc2)N2CCOCC2)c1C (configuration not stated)	-2.4	-1	3	7	9
42	CCOC(=O)c1sc(NC(=O)C2CCCCC2)nc1C	-3.6	-2	0	-1	8
43	S=c1[nH]ccn1-c1c(Cl)cccc1Cl	-1.1	-4	-1	3	-8
44	COc1ccc(NC(=O)C23CC4CC(C2)CC(c2ccc(C)cc2)(C4)C3)cc1	4.4	1	-20	2	-4
45	COc1ccc(NC(=O)OCCn2c([N+](=O)[O-])cnc2C)cc1	-0.1	0	6	6	-7
46	COC1=CC(=O)C(OC)=C(OC)C1=O	0.7	12	-1	-8	-1
47	COc1ccc(OC)c(S(=O)(=O)NC2CCSc3ccccc32)c1 (configuration not stated)	-0.8	-5	9	2	7
48	Clc1ccc(CSc2ncnc3nc[nH]c23)cc1	0.4	4	-3	8	-9

No.	CHRM5 PAM	CHRM4 PAM	M4 ag	CRFBP-R2 block
41	-5	0	0	4
42	-2	-2	0	-33
43	4	-3	1	9
44	-2	6	0	-69
45	-2	-9	1	3
46	7	5	5	17
47	-2	-5	0	-3
48	-1	-4	4	1

The list goes on.
No.	SMILES	CRFBP-R2 agonist	CHRM5 agonist	M4 antag	M1 PAM	M5 antag
49	CCOC(=O)Nc1ccc2c(c1)nc(CN1CCCCC1)n2C	·	2	-3	4	-2
50	C=CCNC(=S)Nc1ccc(Cl)c(S(=O)(=O)N2CCOCC2)c1	3.4	2	-2	7	8
51	Cc1c(NC(=O)CSc2ccc(Cl)cc2)cccc1-c1nc2cc(Cl)ccc2o1	1.4	-1	4	7	2
52	CCn1ncc(Br)c1C(=O)Nc1ccc(F)c([N+](=O)[O-])c1	-2.8	-3	-13	5	-2
53	Fc1ccc(CSc2nc3ccccc3[nH]2)cc1	0.1	1	1	-12	-4
54	CC(=O)Nc1ccc(OC(=O)c2cc([N+](=O)[O-])ccc2Cl)cc1	-5.8	-2	0	2	7
55	CC1CN(c2ncnc3c2c(-c2ccccc2)cn3-c2ccc(F)cc2)CC(C)O1 (configuration not stated)	3.5	3	0	4	8
56	CCc1ccccc1NC(=O)CN1CCC(NC(=O)COC)CC1	-1.1	1	11	-1	-6
57	COc1ccc(OC)c(S(=O)(=O)Nc2ccc(Oc3ccccc3)cc2)c1	-0.5	4	-5	-6	11
58	Cc1cccc(C(=O)NNC(=O)c2csc(N3CCOCC3)n2)c1C	-1.4	-5	-7	6	1
59	COc1ccccc1C(=O)Nc1ccnn1C1CCN(C(=O)c2cnsn2)CC1	-0.9	-3	-11	4	14

No.	CHRM5 PAM	CHRM4 PAM	M4 ag	CRFBP-R2 block
49	9	-2	0	·
50	-6	-2	5	3
51	4	0	0	-25
52	-4	2	2	18
53	-4	-8	9	0
54	-6	-2	2	26
55	-2	-5	4	-1
56	3	-6	0	4
57	-17	-4	5	-31
58	5	4	1	1
59	-3	-1	6	-1
